Source: PubChem BioAssay (National Center for Advancing Translational Sciences (NCATS))
GLP1R cytotox = cytotoxicity counter-screen for GLP-1 receptor inverse agonists. 410,000 compounds, 0.13% hits. Potency, µM (series often up to 38.3 µM), for the others: at the highest dose activity change, negative = inhibition, most hits filed as inhibitors. HEK293 cAMP-luciferase reporter cells, luminescence, 24 h;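 note: loss of luciferase light is scored as toxicity; potency is the fitted concentration of half-maximal effect; % is set by controls: 0 for no effect and ±100 for the full control effect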
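Quantitative HTS format, 1536 wells, 200 cells/uL seeded. Compounds: 23 nL, 24 h, 37 °C. Detection: luciferase reagent, luminescence at 12 min RT; decreased signal taken as cytotoxic.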
GLP-1R inv ag = acts as inverse agonist at human GLP-1 receptor | HEK293 GLP-1R CRE-luciferase, luminescence, 24 h; GLP-1R form is constitutively active | Potency, µM (titrated, usually from 38.3 µM), without a hit: at the highest dose activity change, negative = inhibition, usual class: inhibitors | 410,000 compounds, 1.6% hits | AID 624417; note: potency is the fitted concentration of half-maximal effect; % is set by controls: 0 for no effect and ±100 for the full control effect; nearly all actives have a fitted effect of over 55% in size
Target sequence (P43220 whole entry, looked up): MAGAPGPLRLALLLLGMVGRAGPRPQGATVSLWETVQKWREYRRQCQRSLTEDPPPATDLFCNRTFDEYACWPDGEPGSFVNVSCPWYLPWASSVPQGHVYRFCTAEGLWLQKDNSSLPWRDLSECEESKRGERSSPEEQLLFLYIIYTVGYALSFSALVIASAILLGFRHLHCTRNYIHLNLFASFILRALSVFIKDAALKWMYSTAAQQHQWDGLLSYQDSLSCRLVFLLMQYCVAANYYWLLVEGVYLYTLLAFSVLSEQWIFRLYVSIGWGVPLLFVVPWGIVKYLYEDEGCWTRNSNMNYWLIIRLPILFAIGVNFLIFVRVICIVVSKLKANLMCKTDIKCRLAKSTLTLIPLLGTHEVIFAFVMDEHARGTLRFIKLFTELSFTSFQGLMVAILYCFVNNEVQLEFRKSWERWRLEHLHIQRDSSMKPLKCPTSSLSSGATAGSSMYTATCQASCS
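Cells are plated, allowed 12 hours at 37 deg C, then treated with compounds for 24 hr before luciferase detection reagent is added and luminescence is read after 12 min at room temperature. The HEK293 line carries constitutively active GLP-1R with a cAMP-responsive reporter.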
PTHR1 ag = activates the human parathyroid hormone receptor PTHR1 | 410,000 compounds, 0.075% hits | AID 743266 | Q03431 | Potency, µM (top dose mostly 115 µM), without a hit: at the highest dose activation, usual class: activators | HEK293 GP2 PTHR1 cells, GloSensor cAMP luminescence, 1 h; note: potency is the fitted concentration of half-maximal effect; nearly all actives have a fitted effect of over 55% in size; some results filed as inactive show a strong effect at the top dose; inactives centre near -15; many of its hits are not listed in these tables
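HEK-293-derived GP2 cells expressing PTHR1 and a GloSensor cAMP reporter, 3,000/well, plated overnight, given luciferin plus IBMX (each 0.5 mM as added) for 1 h at 37 °C, then compound for 1 h at 37 °C. Luminescence was read after 15 min at room temperature.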
PLK1 PBD block = PLK1 (human) polo-box domain binding inhibition | P53350 | Plk1 PBD binding of FITC phosphopeptide, fluorescence polarization | Potency, µM, inactives show max response, negative = inhibition, hits mostly inhibitors | 360,000 compounds, 2.8% hits; note: potency is the fitted concentration of half-maximal effect; series mostly up to about 57 µM; % is set by controls: 0 for no effect and ±100 for the full control effect; nearly all actives have a fitted effect of over 65% in size
Target sequence (P53350 whole entry, looked up, the tested form may be a part): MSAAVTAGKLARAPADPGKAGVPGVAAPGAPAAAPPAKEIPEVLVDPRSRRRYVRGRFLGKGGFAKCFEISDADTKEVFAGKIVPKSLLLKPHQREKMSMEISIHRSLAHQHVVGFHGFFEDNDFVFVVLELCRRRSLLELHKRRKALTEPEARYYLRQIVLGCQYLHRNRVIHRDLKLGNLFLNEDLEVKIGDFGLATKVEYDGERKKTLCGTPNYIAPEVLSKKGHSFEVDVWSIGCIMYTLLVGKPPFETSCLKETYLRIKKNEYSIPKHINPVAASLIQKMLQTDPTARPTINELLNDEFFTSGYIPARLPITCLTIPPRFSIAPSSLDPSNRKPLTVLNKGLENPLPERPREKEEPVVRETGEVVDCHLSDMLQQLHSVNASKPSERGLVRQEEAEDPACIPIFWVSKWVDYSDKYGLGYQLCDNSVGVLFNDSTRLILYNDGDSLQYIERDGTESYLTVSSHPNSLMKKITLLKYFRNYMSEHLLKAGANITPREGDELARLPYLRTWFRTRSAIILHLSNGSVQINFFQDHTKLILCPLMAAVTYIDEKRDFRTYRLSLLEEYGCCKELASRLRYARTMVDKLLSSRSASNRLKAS
IL2 activator = activates IL-2 in a cell-based reporter assay. activation, % (series mostly up to about 46 µM). IL-2 activation reporter assay, cell-based qHTS; stimulated with anti-CD3/CD4/CD28 beads; in transgenic mouse T cells. 360,000 compounds, 0.065% hits; in the data active = activation above about 50%; inconclusive = mostly about 30% to 49%; note: 0% is about no effect
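Quantitative HTS in unstimulated transgenic mouse T cells, with memory T cells as non-tolerant control and PMA/ionomycin as tolerance-bypass control. Compound pretreatment lasted 60 minutes before 18 h bead stimulation; EGFP/DsRed fluorescence read.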
PI5P4K alpha inh = inhibitors of human PI5P4K alpha. P48426. PI5P4Kalpha enzyme, ADP-Glo luminescence, 60 min; hits give low values. max response, %. 330,000 compounds, 1.2% hits; active = max response of -50% or lower; inconclusive = between -30% and -50%; inactive = -30% or higher; note: value at the top dose of about 77 µM; % is set by controls: 0 for no effect and ±100 for the full control effect
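Human PI5P4Kalpha with substrate in 0.038 M HEPES pH 7.4, 0.28 mM EGTA, 0.1% CHAPS, 5% DMSO; reaction started with 5 microM ATP (final), 60 min at room temperature. ADP formed read by ADP-Glo luminescence.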
EPAC1 agonist = agonists of human EPAC1; O95398; EPAC1 agonist qHTS, biochemical assay; response scale: 100% = response to 6.5 mM cAMP; Potency, µM (top dose mostly 154 µM), for inactives: at the highest dose activation, actives largely listed as activators; 360,000 compounds, 0.073% hits; AID 720707; note: potency is the fitted concentration of half-maximal effect; nearly all actives have a fitted effect of over 60% in size
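Nucleotide exchange assay: 100 nM EPAC1 with 250 nM Rap1B loaded with BODIPY-GDP and 50 uM GDP, room temperature. Fluorescence (480/540 nm) read every 5 min for 30 min; signal change normalized to 6.5 mM cAMP as full agonist.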
EPAC1 antagonist = EPAC1 (human) antagonism; O95398; EPAC1 GEF assay, Rap1b-BODIPY-GDP exchange fluorescence; Potency, µM (titrated, usually from 115 µM), for the others: top-dose activity change, negative = inhibition, most hits filed as inhibitors; 360,000 compounds, 0.14% hits;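 note: potency is the fitted concentration of half-maximal effect; plate controls were vehicle for no effect and positive control for full effect; nearly all actives have a fitted effect of over 50% in size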
GLP-1R agonist = GLP-1 receptor (human) agonism | P43220 | HEK293 GLP-1R CRE-luciferase, luminescence, 4-6 h; cells express a hypersensitive GLP-1R form | Potency, µM (top dose mostly 45.6 µM), for inactives: top-dose activation, usual class: activators | 380,000 compounds, 0.007% hits | AID 624172; note: potency is the fitted concentration of half-maximal effect; % of control where 0% means no effect
Active calls of the source: *; i = inactive; ? = inconclusive; · = not tested or not shown; [ ] = dose if it differs, or a comment. Unless noted, calls come from the whole dose curve; as a rule, active = well fitted curve in the direction sought with a large enough effect; inconclusive = small, poorly fitted or top-dose-only effect, or another doubt; inactive = no such curve, though single readings can be large; an effect the other way counts as inactive or inconclusive. Some of the compounds tested. The share of hits here may be higher or lower than overall.

Sequence of screens: GLP1R cytotox, GLP-1R inv ag, PTHR1 ag, PLK1 PBD block, IL2 activator, PI5P4K alpha inh, EPAC1 agonist, EPAC1 antagonist, GLP-1R agonist
1: COc1ccc(N=CC=C2OC(C)(C)C(C)(C)O2)cc1OC
  -1.4%, 33.3%[activator], i, -5.9%, 0.6, -1.2, 17.5%, -3.6%, 9.5%
2: Cc1csc(NC(=O)c2cccnc2)n1
  -2.3%, 14.6%, i, -10.1%, 0.6, -2.1, 0.8%, -2.8%, 9.4%
3: O=C(C1=C[C@H](c2csc3ccccc23)C[C@H](OCc2ccc(CO)cc2)O1)N1CCCCCCC1
  -19.7%, ?, -22.3%, -12.3%, -1.6, -1.6, 3.4%, -4.7%, -0.4%
4: CC1Cc2cc(/C(O)=C3/C(=O)C(=O)N(CC4CCCO4)C3c3ccco3)ccc2O1 (stereo not given)
  -3.2%, -1.2%, i, 29.9µM*, 0.6, -19.1, 6.5%, 0.2%, -19.9%
5: O=C(CSc1nncn1-c1cccnc1)Nc1ccccc1[N+](=O)[O-]
  1.6%, 47.0%[activator], -52.9%[inhibitor], -5.9%, -0.5, 7.9, -5.2%, -9.4%, 7.5%
6: O=C(O)c1sccc1S(=O)(=O)N1CCCCC1
  1.7%, -2.3%, -19.9%, 0.7%, 1.2, 1.5, 5.9%, -0.7%, -0.2%
7: Cc1cc(C(F)(F)F)nc(NCc2ccc(F)cc2)n1
  -4.9%, -24.3%, -12.1%, -5.5%, -2.0, -0.8, -3.4%, -11.6%, 1.4%
8: COc1cccc(/C=N/NC(=O)c2ccoc2C)c1
  -8.8%, 22.3%, -29.1%, 15.5%, 0.0, -12.9, -10.0%, 18.6%, 11.8%
9: COC(=O)c1oc2ccc(Br)cc2c1NC(=O)CCCN1C(=O)c2ccccc2C1=O
  0.7%, -5.7%, i, 1.4%, -2.9, 1.9, -2.2%, 4.5%, -3.1%
10: COc1ccccc1CNC(=O)c1ccc(Cl)c(NC2=NC3CS(=O)(=O)CC3S2)c1 (stereo not given)
  3.2%, 7.0%, i, -6.3%, 0.0, -1.4, 4.6%, 7.5%, -3.1%
11: Cc1cc(C)c(OC2(c3ccccc3)OC(=O)c3ccccc32)c(C)c1 (stereo not given)
  11.5%, -0.7%, i, -7.2%, -1.4, ·, 13.5%, -9.4%, -0.3%
12: CCC(Sc1nc2ncccc2[nH]1)C(=O)N1CCOCC1 (stereo not given)
  -4.2%, 1.3%, i, -6.9%, -1.6, -0.7, 6.2%, 1.6%, 10.8%
13: Cc1c(CC(=O)N2CCC(O)CC2)c(=O)oc2cc3c(cc12)CCC1(CCCCC1)O3
  -17.5%, ?, 10.9%, -17.4%, 3.3, -22.4, 6.4%, -8.7%, 5.3%
14: CCn1c(=O)c(C(=O)CN2CCN(S(=O)(=O)c3ccc(C)cc3C)CC2)c(N)n(Cc2ccccc2)c1=O
  2.5%, 0.0%, -1.9%, 2.7%, -5.4, -7.3, -13.9%, -10.2%, 6.6%
15: COc1ccccc1C(=O)COC(=O)Cc1n[nH]c(=O)c2ccccc12
  3.4%, -10.3%, i, -0.9%, -5.2, -7.5, -2.2%, -6.9%, 4.8%
16: Cc1cccc(N2CCN(c3ccc(C(N)=O)cc3[N+](=O)[O-])CC2)c1C
  -0.8%, -9.2%, -1.9%, 3.0%, 0.6, -5.3, 6.9%, -10.2%, 10.3%
17: O=C(CSc1nccc(=O)[nH]1)NC1CCCC1
  4.8%, 12.2%, -0.2%, -11.8%, 0.0, 3.7, 11.7%, -0.8%, 6.1%
18: O=C(c1cccnc1)N1CCN(Cc2ccc3c(c2)OCO3)CC1
  -6.0%, -12.3%, i, -7.4%, -2.3, -0.1, -8.9%, 13.5%, 0.3%
19: CCc1ccc(NC(=O)C2=CC=CN3CCS(=O)(=O)N=C23)cc1
  -3.1%, 20.0%, -32.8%[inhibitor], -9.9%, 0.9, -1.7, 0.2%, -7.3%, 7.0%
20: O=C(c1cccc(S(=O)(=O)N2CCCC2)c1)N1CCN(c2ncccn2)CC1
  2.5%, 12.8%, i, -3.2%, -3.3, -1.1, -2.0%, -4.4%, 4.1%
21: CCOc1ccc(N(CC(=O)N/N=C/c2ccc(OC(C)C)cc2)S(C)(=O)=O)cc1
  -6.7%, 1.6%, -24.0%, -7.8%, 2.2, 0.1, 0.0%, -13.8%, -1.1%
22: COc1ccc(N2C(=O)C3C4C=CC(C4)C3C2=O)c(OC)c1 (stereo not given)
  -6.0%, 4.6%, -10.3%[57.5 µM], 0.0%, -2.5, ·, -2.8%, 10.1%, -9.0%
23: CCC1=[N+](CC(=O)c2ccc(Br)cc2)CCn2c(C)ccc21
  -6.7%, ?, i, -2.8%, -0.1, -24.2, -19.9%, 12.9%, -2.8%
24: O=C(O)CN1CCN(Cc2ccc(F)cc2)C1=O
  7.5%, 8.1%, 4.7%, 2.6%, -0.8, -0.2, 4.3%, -6.2%, -0.6%
25: COc1ccc(CN(C)C(=O)CC(c2ccccc2)c2ccccc2)cc1
  -3.8%, ?, -26.9%, -1.5%, -0.4, 0.0, 13.4%, -11.4%, ?
26: COc1cc(/C=C/C(=O)OCC(=O)Nc2cc(C)on2)ccc1OCC#N
  -11.5%, 21.7%, -14.6%, -2.4%, -4.6, 3.1, -3.6%, 12.2%, 11.6%
27: CCn1c(COc2ccc(=O)n(-c3ccccc3)n2)nnc1SC
  4.9%, 1.0%, i, -7.2%, -1.9, -7.5, -2.3%, -22.9%, 4.0%
28: O=C(CSc1nnc(-c2cccnc2)s1)Nc1ccccc1
  -3.0%, 16.8%, -20.9%, -3.4%, 3.1, 0.3, -11.7%, -8.5%, -1.6%
29: CSCCC(NS(=O)(=O)c1ccccc1F)C(=O)NCc1cccnc1 (stereo not given)
  7.4%, 9.6%, -19.3%, 0.7%, -0.6, 1.2, -17.7%, -3.6%, -11.4%
30: FC(F)(F)c1nnc2c(Sc3ccc(Cl)cc3)nc3ccccc3n12
  -15.4%, -9.6%, -0.6%[57.5 µM], -7.0%, -4.2, 0.4, -5.9%, 7.1%, -12.0%

Following part:
Sequence of screens: GLP1R cytotox, GLP-1R inv ag, PTHR1 ag, PLK1 PBD block, IL2 activator, PI5P4K alpha inh, EPAC1 agonist, EPAC1 antagonist, GLP-1R agonist
31: O=C(c1ccc(F)cc1)N1CCN(S(=O)(=O)c2ccc(Br)cc2)CC1
  -2.4%, ?, -24.0%, 3.3%, -0.4, -3.4, 5.4%, -0.4%, -2.8%
32: O=C(O)c1cc(-c2cccs2)[nH]n1
  -2.6%, -6.8%, i, -2.4%, -0.1, -21.0, -1.9%, 27.6%, 4.6%
33: c1ccc2c(NC3CCCC3)nnc(NC3CCCC3)c2c1
  ?, ?, i, -2.7%, 0.2, 0.0, 1.9%, 0.0%, 3.3%
34: O=C(CCc1ccc(O)c(O)c1)NNC(=S)Nc1ccc(Br)cc1Cl
  -18.1%, 6.6%, -24.8%, -14.0%, -0.4, -2.8, -2.0%, -5.9%, 3.3%
35: NC(=O)c1ccccc1NC(=S)NC(=O)CCc1ccccc1
  ?, -16.4%, 9.8%, 15µM*, -0.7, ?, 7.4%, 6.3%, 29.7%
36: Cc1cc(C)cc(NC(=O)CSc2ccc(-c3ccccn3)nn2)c1
  -16.6%, 19.5%, -54.7%[inhibitor], 4.0%, 1.9, 3.2, -13.7%, -7.9%, -12.8%
37: Cc1cc(C)cc(NC(=O)N2CCCC2C(=O)Nc2ccc(-n3cnnn3)c(C)c2)c1 (stereo not given)
  0.2%, 65.7%[activator], i, 2.9%, 0.5, 4.3, -4.2%, 17.2%, -4.3%
38: O=C1[C@H]2[C@@H]3CCN1CCC[C@@H]2C=C[C@@H]3c1ccc(Br)cc1
  0.9%, ?, -88.1%[inhibitor], 8.1%, -0.7, -2.8, -5.9%, -4.8%, -3.0%
39: COc1ccc(-c2ccccc2)cc1NC(=O)C1(C)CCN1C(=O)C(C)C (stereo not given)
  -11.4%, ?, i, -6.6%, -0.4, 0.8, 1.0%, -5.3%, -1.9%
40: Cc1cccc(Nc2nnc(SCC(=O)N(C)C3CCS(=O)(=O)C3)s2)c1C (stereo not given)
  -3.5%, 3.2%, i, -2.4%, -0.4, 4.3, -7.0%, -1.0%, -0.7%
41: CN(C)S(=O)(=O)Nc1cc(F)cc(F)c1
  -0.7%[7.66 µM], 9.5%[7.66 µM], ?, -6.1%, 1.5, 1.8, 4.4%, 4.9%, 0.8%
42: O=C(NCCN1C(=O)C2C3C=CC(C3)C2C1=O)Nc1ccccc1 (stereo not given)
  4.1%, -10.9%, -12.1%, 7.3%, -3.8, 3.5, 0.6%, -13.2%, -0.1%
43: CC(=O)OCC(=O)[C@@]1(O)[C@H](C)C[C@H]2[C@@H]3CCC4=CC(=O)C=C[C@]4(C)[C@@]3(F)[C@@H](O)C[C@@]21C
  -7.9%, ?, i, -10.4%, -0.5, -0.6, 6.5%, -2.5%, -1.3%
44: Cc1ccc(CN2CCNC(=O)C2CC(=O)O)cc1 (stereo not given)
  6.4%, 25.3%, i, 3.8%, -1.6, -0.8, -2.1%, -3.9%, -1.5%
45: Cn1c2ccccc2c2cnn(CC(=O)Nc3ccc(Cl)cc3)c(=O)c21
  0.4%, 7.1%, -1.3%, -5.2%, 0.1, 4.8, 5.6%, -14.2%, 2.5%
46: CCOc1ncccc1C(=O)OCC(=O)Nc1cc(C)ccc1C
  7.4%, 0.0%, i, -9.7%, -0.5, ·, 4.7%, -0.2%, 28.4%
47: CCCC(=O)OCCNc1cc(Sc2nc3ccccc3[nH]2)c2nonc2c1[N+](=O)[O-]
  ?, ?, i, 1.89µM*, -0.2, -25.3, 1.3%, -16.6%, -29.3%
48: O=C(Cn1cc(S(=O)(=O)c2ccccc2)c(=O)c2cc(Cl)ccc21)Nc1ccc2c(c1)OCO2
  3.3%, 10.9%, -22.2%, ·, ·, ·, ·, ·, 0.4%
49: Cc1ccc(CNC(=O)CCCC(=O)c2ccccc2)cc1
  10.0%, 10.4%, -2.6%, -15.5%, 1.0, 6.7, 4.8%, -8.8%, 20.2%
